ssDAF-12 act: S. stercoralis DAF-12 nuclear receptor activators, primary screen, cell-based, luminescence, HEK293, GRIP1 co-expression, lit1-tk-luc; activation, % at 6.8 µM; HEK293 ssDAF-12/GRIP1 lit1-tk-luc reporter; % of 3 µM dafachronic acid response; actives 1% (n = 370,000); Nuclear hormone receptor DAF-12 (Strongyloides stercoralis);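 active = activation above the mean over all tested compounds plus 3 SD, cut at about 0.9% in these data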;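 note: 0% = DMSO-only wells and 100% = 3 µM delta7-dafachronic acid wells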
GC-B act: human GC-B receptor activators, primary screen, HEK293 GC-B cells, cGMP TR-FRET, EC30 CNP; Atrial natriuretic peptide receptor 2 (Homo sapiens), P20594; actives 0.11% (n = 370,000); 0% at EC30 CNP, 100% saturating CNP; AID 1920062, 2024; activation, % at 10 µM;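 active = activation at 10 µM reaching about 35% in either raw or pattern-adjusted values, limit read from the data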
SMARCA2 activ: SMARCA2 (BRM) function activators, primary screen, cell-based, luminescence, high throughput; activation, % at 9.1 µM; MG213 cells, MMTV-luciferase reporter, dexamethasone, overnight; actives 1% (n = 370,000); in the data active = activation above about 7.8%;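 note: 0% = vehicle wells and 100% = reference activator wells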
hgDAF12 agonist: H. glycines DAF-12 receptor agonists, primary screen, cell-based, luminescence, HEK293, GAL4 fusion, UAS-luciferase; activation, % at 6.8 µM; actives 1.8% (n = 370,000); HEK293 GAL4-hgDAF12 UAS-luciferase reporter, agonist luminescence; normalized to butyrate control; Nuclear hormone receptor DAF-12 (Heterodera glycines), GAL4 fusion;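 active = activation above a cutoff set at the mean of all screened compounds plus 3 SD, cut at about 10% in these data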;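 note: 0% = DMSO wells and 100% = sodium butyrate wells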
HGIII-sPLA2 inh: human group III sPLA2 inhibitors, primary screen, biochemical, QFRET, BODIPY PC-A2 liposome substrate | AID 743126, 2013 | actives 0.56% (n = 370,000) | Group 3 secretory phospholipase A2 (Homo sapiens), Q9NZ20 | QFRET BODIPY PC-A2 liposome hydrolysis, fluorescence | inhibition, % at 12.2 µM;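 active = inhibition above mean plus 3 SD of compounds lying within the high and low control bounds, cut at about 19% in these data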;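 note: 0% = median of test compound wells and 100% = no enzyme DMSO wells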
Target sequence (Q9NZ20 whole entry, looked up): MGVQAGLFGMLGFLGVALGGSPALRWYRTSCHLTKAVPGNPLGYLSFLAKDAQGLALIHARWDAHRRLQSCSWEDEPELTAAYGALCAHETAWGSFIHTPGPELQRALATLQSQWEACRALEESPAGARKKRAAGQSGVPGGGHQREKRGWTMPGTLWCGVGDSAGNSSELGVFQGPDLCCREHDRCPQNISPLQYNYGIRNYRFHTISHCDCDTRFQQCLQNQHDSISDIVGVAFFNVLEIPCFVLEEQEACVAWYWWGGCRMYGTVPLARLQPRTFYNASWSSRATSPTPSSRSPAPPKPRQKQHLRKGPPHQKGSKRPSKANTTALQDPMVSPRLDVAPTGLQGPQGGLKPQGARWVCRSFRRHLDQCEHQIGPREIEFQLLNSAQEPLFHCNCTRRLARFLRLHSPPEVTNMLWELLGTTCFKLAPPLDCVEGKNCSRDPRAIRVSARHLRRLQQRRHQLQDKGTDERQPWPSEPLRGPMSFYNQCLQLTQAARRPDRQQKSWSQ
GC-A act: GC-A stimulated cGMP production enhancers – HEK293 GC-A cells, cGMP TR-FRET, EC30 ANP, primary screen; 0% at EC30 ANP, 100% saturating ANP; activation, % at 10 µM; actives 0.14% (n = 370,000); AID 1671463, 2021; in the data active = activation above about 40%
DAX1 inh-1: DAX1 (NR0B1) inhibitors, primary screen, cell-based, HEK293, Gal4-DAX1, luciferase luminescence | Nuclear receptor subfamily 0 group B member 1 (Homo sapiens), P51843 | HEK293 Gal4-DAX1 luciferase reporter | inhibition, % at 6.75 µM | actives 0.99% (n = 340,000) | AID 504766, 2011;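 active = inhibition above the mean over all tested compounds plus 3 SD, cut at about 4.2% in these data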;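 note: 0% = DAX1-transfected cells with DMSO and 100% = empty-vector control cells with DMSO; inhibition shows as a rise in luminescence from relieved DAX1 repression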
Target sequence (P51843 207-470 limits assumed): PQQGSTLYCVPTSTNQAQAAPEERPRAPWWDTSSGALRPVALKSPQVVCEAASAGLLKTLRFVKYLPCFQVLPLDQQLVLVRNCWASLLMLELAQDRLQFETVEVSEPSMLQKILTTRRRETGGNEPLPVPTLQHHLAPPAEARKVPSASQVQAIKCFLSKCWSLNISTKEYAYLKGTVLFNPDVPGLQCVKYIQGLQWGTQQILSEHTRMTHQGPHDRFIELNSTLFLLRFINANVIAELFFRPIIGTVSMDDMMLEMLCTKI
ADAM10 inh: human ADAM10 inhibitors, primary screen, biochemical, QFRET, HTS; actives 0.62% (n = 370,000); Disintegrin and metalloproteinase domain-containing protein 10 (Homo sapiens), O14672; recombinant ADAM10, EDANS/DABCYL FRET peptide cleavage, 3 h; inhibition, % at 7 µM;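 active = inhibition above a per-campaign cutoff equal to the mean of compounds falling between control-based bounds plus 3 SD, cut at about 20% in these data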;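 note: 0% = DMSO wells while the 100% control is not disclosed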
DAX1 inh-2: DAX1 (NR0B1) inhibitors on StAR promoter, primary screen, cell-based, luminescence, SF-1 (NR5A1), full-length DAX-1; inhibition, % at 6.8 µM; AID 652010, 2013; HEK293T StAR-luciferase reporter, SF-1/DAX-1 repression relief; actives 1.1% (n = 370,000);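 active = inhibition above the mean over all tested compounds plus 3 SD, cut at about 3.6% in these data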;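 note: 0% = DAX-1 cells with DMSO and 100% = cells lacking DAX-1 with DMSO; higher inhibition means more luminescence from relief of DAX-1 repression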
GAA850 FXN act: FXN promoter activators, primary screen, cell-based, luciferase luminescence, HEK293 lucGAA850. HEK293 lucGAA850 FXN promoter luciferase reporter, 24 h; percent of 10 µM SAHA response. actives 0.56% (n = 360,000). AID 540364, 2011. activation, % at 6 µM;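 active = activation above the average of all compounds screened plus 3 SD, cutoff fixed separately per campaign, cut at about 7.5% in these data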;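 note: 0% = DMSO wells and 100% = 10 µM SAHA wells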
hcDAF-12 act: H. contortus DAF-12 nuclear receptor activators, primary screen, cell-based, luminescence, HEK293, lit1-tk-luc reporter; HEK293 hcDAF-12 lit1-tk-luc reporter; 0% DMSO, 100% Δ7-dafachronic acid; activation, % at 6.8 µM; actives 1.4% (n = 370,000); AID 652067, 2013;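 active = activation above the mean of all tested compounds plus 3 SD, cut at about 5.5% in these data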;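 note: 100% = response to 3 µM Δ7-dafachronic acid high control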
* hit, by the source's call; i = inactive; . = no result given.

mol | ssDAF-12 act | GC-B act | SMARCA2 activ | hgDAF12 agonist | HGIII-sPLA2 inh | GC-A act | DAX1 inh-1 | ADAM10 inh | DAX1 inh-2 | GAA850 FXN act | hcDAF-12 act
Cc1ccccc1-n1c2nc(=O)n(C)c(=O)c-2cc2ccccc21 | -0.5 | 2 | -2 | -1.1 | 4 | 5 | -1.7 | i | -0.5 | 0.1 | -1.3
O=C(CNC(=S)NC(=O)C1CCCCC1)c1ccccc1 | -0.6 | 4 | 7 | 9.6 | -10 | 3 | 3.1 | -9 | 0.7 | 2.1 | 2.9
O=C(O)CC(NC(=O)CC(c1ccccc1)c1ccccc1)c1cccc([N+](=O)[O-])c1 (centres undefined) | -1.7 | 7 | -3 | -0.8 | 2 | 0 | 0.1 | -1 | 0.3 | 1.6 | -0.5
CN(CC(=O)Nc1cccc([N+](=O)[O-])c1)S(=O)(=O)c1ccccc1 | -0.9 | -2 | -2 | -1.5 | -1 | 2 | -0.4 | 1 | -1.4 | 1.6 | -0.3
O=C(NCc1ccccc1CN1CCCC1)c1ccc(Cl)c(N2CCCC2=O)c1 | -0.8 | 0 | -2 | 2.1 | 4 | -2 | 0.0 | 0 | 2.3 | 0.6 | -2.0
O=C(SCC(O)C(O)CS)c1cccs1 (centres undefined) | -1.1 | 0 | 2 | 4.2 | -7 | 1 | -0.1 | 12 | 0.8 | 0.3 | -0.8
Cc1sc2ncn(CC(=O)N3CCCCC3)c(=O)c2c1C | -1.4 | 5 | 1 | -1.8 | 6 | -1 | 0.8 | 2 | -0.9 | -0.1 | -2.0
CN1CCCN(S(=O)(=O)c2ccc3c(c2)CCC(=O)N3)CC1 | -0.3 | -1 | -1 | -0.9 | 5 | 4 | . | -8 | -1.1 | . | -2.1
O=C(NC1CCCC1)c1cccc(Oc2ccccc2)c1 | -1.4 | 4 | 2 | 3.8 | -4 | 2 | -0.1 | 11 | -0.1 | 2.5 | 0.5
CC1(C)OC(=O)C2=C(C[C@@H](CCOCc3ccccc3)O[C@H]2c2ccc(F)cc2)O1 | -1.4 | -1 | -6 | -0.5 | 3 | -4 | . | -5 | 0.2 | . | -1.7
Cc1ccc(C(=O)N2CCN(c3ccccc3Cl)CC2)cc1[N+](=O)[O-] | -1.2 | -4 | 0 | 0.4 | -6 | -3 | -1.4 | 3 | -1.1 | 0.2 | -2.2
COc1ccc2oc3ccc(OC)cc3c(=O)c2c1 | -1.5 | -6 | 2 | 8.3 | 6 | 1 | -1.1 | -486 | -0.1 | 4.2 | -1.3
O=C(COC(=O)/C=C/c1cccc([N+](=O)[O-])c1)NCCCN1CCCC1=O | -1.1 | -2 | -2 | 2.9 | 5 | 1 | -0.5 | -6 | 0.8 | -0.4 | -1.0
Cc1cc(-c2ccc(C(C)C)c(S(=O)(=O)N3CCN(c4ccccn4)CC3)c2)on1 | -1.3 | -4 | -2 | 0.0 | -2 | -4 | -0.8 | 13 | -1.2 | -3.0 | -1.8
O=C(NCc1cccnc1)/C(=C/c1ccccc1)NC(=O)c1ccccc1 | -1.1 | -5 | -1 | 0.2 | 14 | -5 | -1.4 | -13 | -0.9 | -2.8 | -1.3
c1cncc(-c2nc(N3CCCCCC3)c3ccccc3n2)c1 | -1.3 | -6 | 0 | -1.8 | -12 | -5 | -0.5 | -10 | -1.4 | 0.2 | -2.4
Cc1ccc(C)c(Cn2nc(-c3cc(C)ccc3C)ccc2=O)c1 | -1.4 | -8 | -1 | -2.4 | -4 | -17 | -1.3 | 10 | -0.5 | 2.4 | 2.4
CC(Sc1cccc[n+]1[O-])C(=O)NC1CCCCC1C (centres undefined) | -0.9 | 4 | -2 | -1.6 | 7 | 1 | -0.4 | -5 | 0.2 | -0.2 | -0.4
Cc1nonc1OCCNCc1c(C(=O)N(C)C)nc2ccc(Cl)cn12 | -0.9 | 8 | -2 | -0.3 | 3 | 1 | 0.0 | -19 | 0.7 | -1.0 | -0.3
COc1cc2cc(OC(C)=O)c3cc4c(cc3c2c(OC)c1OC)OCO4 | -0.3 | -3 | -5 | -0.2 | 2 | 1 | . | -9 | 0.3 | . | 0.8
CSc1nnc(CCCCCCCCc2nnc(SC)o2)o1 | -1.3 | 6 | -5 | -1.8 | 8 | -4 | -1.3 | -8 | 0.5 | -0.1 | -2.3
CCOC(=O)N1CCN(C(=O)Cn2nc(C)c3sc4ccccc4c3c2=O)CC1 | -0.5 | -2 | 0 | 1.3 | 7 | 8 | -0.1 | -30 | -0.3 | -0.6 | 2.4
Clc1ccc(C(c2ccccc2)N2CCN(c3ccccn3)CC2)cc1 (centres undefined) | -1.6 | -9 | 0 | 3.8 | -1 | -8 | 0.6 | -9 | 0.0 | -0.5 | -0.1
COc1ccccc1NC(=O)C1CCN(C(=O)c2ccco2)CC1 | -1.4 | 0 | 1 | 2.1 | 16 | 2 | 2.6 | -5 | 0.4 | -0.1 | -2.8
Cc1cccc2c1cnn2C(=O)CCC(=O)NCc1ccc(F)cc1 | -1.4 | -3 | -3 | 1.5 | 3 | 4 | 1.2 | -15 | -0.4 | -0.5 | 0.9
O=C1c2ccccc2C(=O)N1OCc1ccccc1 | -1.2 | 0 | 4 | -0.1 | 2 | 2 | -1.3 | 7 | -0.2 | 0.2 | 0.5
Nc1nnc(SCC(=O)Nc2ccc(F)c(Cl)c2)n1-c1ccccc1 | -1.2 | -5 | 0 | -3.5 | 3 | -2 | -0.9 | 4 | 0.3 | -0.1 | -1.6
O=c1oc2ccccc2cc1-c1ccccc1 | -0.4 | -3 | 4 | 5.7 | 2 | 1 | 6.0* | -284 | 0.8 | 4.5 | 0.0
CNC(=O)c1cnc(-c2ccccc2)nc1-c1ccccc1 | -0.9 | 0 | -2 | -1.9 | 3 | 4 | 0.0 | -7 | -0.1 | 0.7 | -0.1
Cc1cc(SCC(=O)c2ccccc2)nc(SCC(=O)c2ccccc2)n1 | -0.6 | -5 | -2 | 0.4 | -11 | 3 | -0.2 | 7 | -0.3 | 1.8 | -1.8
COc1ccc(-c2csc(C(O)c3ccc(F)c(OC)c3)n2)cn1 (centres undefined) | -1.2 | 0 | -6 | -0.8 | -15 | 1 | . | 8 | -0.2 | 1.1 | -1.1
CC1CCC(NC(=O)c2ccc3c(c2)OCO3)CC1 (centres undefined) | 0.8 | -3 | 5 | 15* | 0 | 4 | -0.6 | -3 | 9.1* | 1.4 | 9.0*
COC(CNC(=O)C1CCCN(S(=O)(=O)c2ccc3c(c2)oc(=O)n3C)C1)OC (centres undefined) | -1.5 | 2 | 0 | 0.0 | 0 | -1 | 0.0 | -3 | 0.2 | 0.2 | -0.9
CCc1ccc2nc(NC(=O)c3ccc(N4C(=O)CCC4=O)cc3)sc2c1 | -0.5 | -4 | -3 | -0.2 | 5 | 27 | 4.4* | -10 | -0.3 | 1.8 | 0.2
COc1ccc(-c2ccc(=O)n(CC(=O)NC3CCc4ccccc43)n2)cc1OC (centres undefined) | -1.1 | -2 | -3 | -1.1 | 9 | 2 | 1.1 | -9 | -0.7 | 2.5 | -1.1
CCc1cccc(CC)c1NC(=O)CCCSc1nc2ccccc2s1 | -1.5 | -6 | 0 | -0.1 | -9 | 0 | -0.6 | 10 | -0.4 | 1.6 | -1.0
Cn1nc(C(F)(F)F)c(/C=N/OC(=O)c2ccccc2Cl)c1SCc1ccc(Cl)cc1 | -1.2 | -1 | 0 | -1.0 | 1 | 1 | 0.5 | 8 | 0.8 | -0.8 | -1.3
CN(c1ccccc1C(=O)Nc1ccc2c(c1)OCO2)S(C)(=O)=O | -0.8 | 2 | -3 | 1.5 | 2 | -1 | 2.7 | 6 | -0.1 | 2.9 | -0.7
COc1cccc(NC(=O)CCSc2ccc(C)cc2)c1 | -1.8 | -5 | 1 | 3.8 | 1 | -2 | -0.4 | -3 | -0.1 | 1.4 | 0.0
CC1CN(C(=O)c2ccccc2C(=O)c2ncc[nH]2)CC(C)O1 (centres undefined) | -1.2 | 2 | -4 | -0.2 | 10 | 0 | -0.6 | -3 | 0.4 | 0.5 | -2.2
O=C(NCC(=O)N1CCN(S(=O)(=O)c2c(F)cccc2F)CC1)c1ccccc1F | -0.7 | -3 | -3 | -0.8 | 8 | 3 | -1.0 | -7 | 3.4 | 2.4 | -0.2
Nc1nc2n(n1)C(c1ccco1)CC(c1ccc(Cl)cc1)N2 (centres undefined) | -1.1 | -2 | 2 | 0.0 | 0 | -3 | -0.8 | -51 | -0.3 | 0.8 | -1.9
CCCOC(=O)c1ccc(NC(=O)c2cccc(S(=O)(=O)N3CCN(C(C)=O)CC3)c2)cc1 | -1.4 | 0 | -2 | -5.8 | -24 | -1 | -1.1 | 2 | -1.0 | -2.8 | -3.4
COc1ccc(N=C2S/C(=C\c3ccc(OC(C)C(=O)O)c(OC)c3)C(=O)N2CCc2c[nH]c3ccccc23)cc1 (centres undefined) | -0.8 | 2 | -1 | 0.0 | -54 | -4 | -0.7 | 9 | -0.1 | 2.4 | 1.0
Cc1cc(C)c2c(c1)C1C=CCC1C(c1ccc(S(=O)(=O)N3CCOCC3)cc1)N2 (centres undefined) | -1.5 | -1 | 0 | 0.6 | 0 | -1 | 1.9 | 3 | 0.3 | 1.1 | -2.7
COc1cccc(-c2nn(-c3ccccc3)cc2C(=O)n2nnc3ccccc32)c1 | -1.6 | 7 | 0 | -1.1 | -4 | -2 | -0.8 | -3 | -0.2 | -0.9 | -0.3

Sorted by molar mass (ascending): part of the list above.
mol | ssDAF-12 act | GC-B act | SMARCA2 activ | hgDAF12 agonist | HGIII-sPLA2 inh | GC-A act | DAX1 inh-1 | ADAM10 inh | DAX1 inh-2 | GAA850 FXN act | hcDAF-12 act
O=C1c2ccccc2C(=O)N1OCc1ccccc1 | -1.2 | 0 | 4 | -0.1 | 2 | 2 | -1.3 | 7 | -0.2 | 0.2 | 0.5
Nc1nc2n(n1)C(c1ccco1)CC(c1ccc(Cl)cc1)N2 (centres undefined) | -1.1 | -2 | 2 | 0.0 | 0 | -3 | -0.8 | -51 | -0.3 | 0.8 | -1.9
CCCOC(=O)c1ccc(NC(=O)c2cccc(S(=O)(=O)N3CCN(C(C)=O)CC3)c2)cc1 | -1.4 | 0 | -2 | -5.8 | -24 | -1 | -1.1 | 2 | -1.0 | -2.8 | -3.4

From PubChem
